GPR151 ag = activates the human receptor GPR151 | actives 1% (n = 650,000) | PathHunter beta-arrestin GPR151 cells, luminescence | AID 1508602 | Q8TDV0 | activation, % at 11.2 µM; in the data active means activation above about 4.9%;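 further: 0% = median of compound wells and 100% = cells with positive control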
Target sequence (Q8TDV0 whole entry, looked up): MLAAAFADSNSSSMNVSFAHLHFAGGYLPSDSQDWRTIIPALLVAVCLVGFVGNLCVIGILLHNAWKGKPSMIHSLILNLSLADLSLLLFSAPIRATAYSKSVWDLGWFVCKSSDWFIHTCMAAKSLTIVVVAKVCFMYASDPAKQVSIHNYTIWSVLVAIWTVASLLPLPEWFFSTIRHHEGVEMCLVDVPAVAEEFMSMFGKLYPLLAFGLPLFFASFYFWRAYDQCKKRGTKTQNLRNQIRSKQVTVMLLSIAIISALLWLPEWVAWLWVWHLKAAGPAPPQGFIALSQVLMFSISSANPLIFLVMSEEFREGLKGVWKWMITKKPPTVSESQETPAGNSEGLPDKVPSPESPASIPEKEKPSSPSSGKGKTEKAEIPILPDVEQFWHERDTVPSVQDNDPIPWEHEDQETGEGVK
MITF primary = human MITF inhibition, primary screen; O75030; AlphaScreen MITF homodimerization, bead proximity signal; inhibition, % at 2.6 µM; actives 0.91% (n = 650,000); AID 1259374; in the data active means inhibition above about 50%;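 further: 0% = vehicle wells with protein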
TEAD-YAP inh = TEAD-YAP interaction inhibition | HEK-TIYL cells, TEAD-Gal4/YAP UAS-luciferase luminescence | inhibition, % at 9.12 µM | actives 1.4% (n = 640,000) | AID 1259422; in the data active means inhibition above about 32%;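 further: 0% = median of test compound wells and 100% = reference inhibitor wells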
FBW7 act = human FBW7 E3 ligase activation, primary screen; AlphaScreen FBW7–phospho-cyclin E peptide binding, activator screen; actives 0.13% (n = 650,000); normalized activity (activation), % at 26.1 µM; AID 1259310; Q969H0; in the data active means normalized activity above about 1.9%;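 further: purified mutant Fbw7 with reduced substrate affinity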
Target sequence (Q969H0 whole entry, looked up): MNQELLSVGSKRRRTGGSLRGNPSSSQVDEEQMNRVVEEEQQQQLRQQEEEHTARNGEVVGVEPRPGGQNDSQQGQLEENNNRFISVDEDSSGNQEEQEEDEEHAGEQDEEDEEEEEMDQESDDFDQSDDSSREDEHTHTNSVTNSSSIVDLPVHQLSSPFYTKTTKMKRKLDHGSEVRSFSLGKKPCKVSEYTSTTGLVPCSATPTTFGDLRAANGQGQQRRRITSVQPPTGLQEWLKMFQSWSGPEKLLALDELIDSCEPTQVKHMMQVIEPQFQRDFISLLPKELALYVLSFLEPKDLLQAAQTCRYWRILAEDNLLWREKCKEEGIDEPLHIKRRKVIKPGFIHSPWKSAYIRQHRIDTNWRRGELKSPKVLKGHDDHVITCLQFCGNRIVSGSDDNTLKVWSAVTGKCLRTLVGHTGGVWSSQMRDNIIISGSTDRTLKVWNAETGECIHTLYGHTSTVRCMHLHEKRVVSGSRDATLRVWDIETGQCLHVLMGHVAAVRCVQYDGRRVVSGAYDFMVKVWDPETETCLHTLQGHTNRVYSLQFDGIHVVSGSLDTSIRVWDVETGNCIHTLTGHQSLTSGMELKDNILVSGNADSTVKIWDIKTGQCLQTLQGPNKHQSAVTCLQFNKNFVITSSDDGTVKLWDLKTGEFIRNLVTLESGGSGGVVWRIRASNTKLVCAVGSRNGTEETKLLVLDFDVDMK
Numbers without * were called inactive.

cpd	mol	GPR151 ag	MITF primary	TEAD-YAP inh	FBW7 act
1	COc1ccc(N(CC(=O)Nc2ccc(OC)c(OC)c2)S(=O)(=O)c2ccccc2[N+](=O)[O-])c(OC)c1	0.8	-2.9	-1.4	-0.2
2	COc1ccccc1N1C(=O)CC(N2CCc3ccccc32)C1=O (centres undefined)	-1.4	5.9	7.9	0.0
3	COCCOC(=O)c1c(C)oc2ccc(OC(C)=O)cc12	0.3	-0.6	-23.8	0.0
4	CC1CC(C)(C)NC(=S)N1CC(=O)N1CCc2ccccc2C1 (centres undefined)	-0.4	7.9	-5.3	-0.1
5	CN(C)c1ccc(Nc2c([N+](=O)[O-])c(=O)oc3ccccc23)cc1	1.1	4.4	53.4*	-0.1
6	CC(C)NC(=O)c1ccc2ccccc2c1	-0.1	12.6	-28.4	0.2
7	COc1nc(NCCOc2ccccc2)nc(-c2ccc(C(=O)N3CCN(C)CC3)cc2)n1	0.0	7.8	-2.2	-0.1
8	COc1ccc(N2CCN(CC3CC3)C2=O)cc1	-8.0	6.2	-36.3	0.0
9	Cc1ccccc1-n1[nH]c(C)c(C=Nc2ccc(-c3ccc(N)cc3)cc2)c1=O	-0.9	7.5	-16.5	0.4
10	NC(=NCCc1ccccc1)NS(=O)(=O)c1cccs1	-0.3	16.8	9.8	0.2
11	COC(=O)CNC(=O)c1n[nH]c(=O)c2ccccc12	0.6	-4.0	-9.2	-0.3
12	Cn1c(=O)[nH]c(=O)c2c1nc(NCc1ccccc1)n2CC(=O)NCc1ccccc1	0.3	9.8	0.8	0.1
13	COc1ccc(OC(C)C(=O)NCC2CCCO2)cc1 (centres undefined)	-0.3	1.1	-16.2	-0.2
14	COc1cccc(O)c1CN1CCN(CCC(C)C)C(CCO)C1 (centres undefined)	0.4	-15.7	-0.7	0.3
15	O=C(Oc1ccccc1)Oc1cc2oc(=O)sc2cc1Br	0.0	-5.9	-25.2	0.2
16	CCCCOc1ccc(NC(=O)NCC2(CO)CC2)cc1	-0.5	3.4	-15.6	0.4
17	CCc1ccc2oc(-c3ccc(NC(=O)c4ccc(Cl)c([N+](=O)[O-])c4)cc3)nc2c1	-0.3	5.3	4.6	-0.1
18	CC1(C)OC(=O)N(CCc2ccccc2)C1(C)O (centres undefined)	-0.3	-8.7	-6.1	-0.1
19	CN1CCN(c2ccc(-c3nc(NCCCN4CCCC4=O)c4ncn(C5CCCCC5)c4n3)cc2)CC1	0.4	15.3	4.3	0.0
20	COc1ccc(F)cc1C(=O)C1CCCN(C(=O)c2cn3ccsc3n2)C1 (centres undefined)	0.5	4.4	-14.2	0.1

cpd	mol	GPR151 ag	MITF primary	TEAD-YAP inh	FBW7 act
21	CC(=O)c1ccc(NC(=O)CN(C)S(=O)(=O)c2ccc3[nH]c4c(c3c2)CCCC4)cc1	1.7	-7.1	-6.4	-0.2
22	COc1ccc(OCC(CN(C)C2=NS(=O)(=O)c3ccccc32)OC(=O)c2ccc(OC)cc2)cc1 (centres undefined)	0.1	-0.9	-5.0	-0.1
23	CCCN1CCN(CCCNC(=O)c2nc(-c3cccnc3)no2)CC1	-2.5	-4.0	-7.7	-0.1
24	COc1ccc(C(=O)N(c2ccccc2)C2C=CS(=O)(=O)C2)cc1 (centres undefined)	0.8	5.1	-0.4	-0.1
25	COc1ccc(CCNC(=O)c2oc(=O)c3ccccc3c2-c2ccccc2)cc1OC	-0.5	7.7	-13.3	-0.1
26	COc1ccc(N2C(=O)NC(NC(=O)c3ccccc3F)(C(F)(F)F)C2=O)cc1 (centres undefined)	-0.6	9.3	8.8	0.0
27	COc1ccc(S(=O)(=O)CCC(=O)N2CCN(c3ccc(C(C)=O)cc3)CC2)cc1	2.9	0.1	-14.7	0.0
28	CC1(C)CC(=O)C2=C(C1)OC(N)=C(C#N)C2c1ccc(-c2ccccc2)o1 (centres undefined)	1.1	-7.6	-13.5	0.2
29	Cc1cnc(NC(=O)C2(c3ccccc3)CC2)s1	0.4	-2.0	-16.8	0.0
30	O=C1c2ccccc2-c2ccc(S(=O)(=O)N3CCOCC3)cc21	-0.6	8.9	-9.2	0.2
31	Cc1ccc(CCP(=O)(O)CN2CCOCC2)cn1	0.1	4.9	-0.6	0.1
32	O=C(COC(=O)c1cc(=O)c2ccccc2o1)Nc1cc(Cl)cc(Cl)c1	-0.2	0.2	-2.6	0.1
33	C=CCn1c(COc2cccc(OC)c2)nc2ccccc21	-3.7	-1.3	-59.5	0.2
34	CC12CN(C(=O)c3ccccc3)CC(c3ccccc3)(CN(C(=O)c3ccccc3)C1)C2=O	0.7	-13.4	11.8	0.0
35	Cc1ccc(C(C(=O)NCc2ccco2)N(C(=O)Cc2cccs2)c2cccnc2)cc1 (centres undefined)	1.3	1.9	9.8	0.5
36	Cc1c(C(=O)Nc2ccc(F)cc2)sc2ncnc(N3CCCCC3)c12	3.7	-2.1	-2.5	-0.3
37	O=C1NN(c2ccc(I)cc2)C(=O)/C1=C\c1cccs1	-1.2	-16.1	-5.3	-0.3
38	COC(=O)C1(C(F)(F)F)N=C2Sc3ccccc3N2C(N2CCOCC2)=N1 (centres undefined)	0.6	6.0	-3.0	0.8
39	CCOc1cccc(C2CC(c3cccc(OC)c3)=NC(c3ccccc3Cl)N2)c1O (centres undefined)	1.2	-9.8	-11.0	0.0
40	Cc1nnc(NC(=O)CCCOc2ccc(C(C)(C)C)cc2)s1	-0.5	7.1	-3.2	0.1

The list goes on; the last three above are carried over.
cpd	mol	GPR151 ag	MITF primary	TEAD-YAP inh	FBW7 act
38	COC(=O)C1(C(F)(F)F)N=C2Sc3ccccc3N2C(N2CCOCC2)=N1 (centres undefined)	0.6	6.0	-3.0	0.8
39	CCOc1cccc(C2CC(c3cccc(OC)c3)=NC(c3ccccc3Cl)N2)c1O (centres undefined)	1.2	-9.8	-11.0	0.0
40	Cc1nnc(NC(=O)CCCOc2ccc(C(C)(C)C)cc2)s1	-0.5	7.1	-3.2	0.1
41	COc1cc(-c2ccc(OCc3ccccn3)nc2)cc(OC)c1OC	-0.5	4.1	18.5	-0.2
42	COC(=O)CNC(=O)c1cc(S(C)(=O)=O)ccc1C	0.2	16.4	-5.6	-0.1
43	CCCCC(=O)NCCNc1nc(C)nc2sc3c(c12)CCCC3	0.7	10.2	33.3*	0.3
44	CC(C)Oc1ccc(/C=N/NC(=O)C(=O)NC2CCCCC2)cc1	1.4	-8.7	-5.7	0.0
45	CCCCCNC(=O)c1ccc(NC2=NC3CS(=O)(=O)CC3S2)cc1 (centres undefined)	0.1	9.3	0.2	0.1
46	COc1ccc(N2CCN(C(=O)c3cc4ccccn4n3)CC2)cc1	-0.1	9.6	5.5	0.1
47	COc1ccc(-c2nc(-c3cccc(OC)c3OC)[nH]c2-c2ccc(OC)cc2)cc1	-0.3	26.3	3.0	-0.1
48	CCCOc1ccccc1/C=C1/C(=O)NN(c2ccc(I)cc2)C1=O	0.0	6.7	1.7	-0.1
49	COc1cc(NC(=O)c2cc(N3CCOCC3)nc3ccccc23)cc(OC)c1OC	0.1	31.2	5.2	-0.1
50	Cn1nc(C(=O)NNC(=O)c2cccc(Cl)c2)ccc1=O	1.3	-5.6	-3.7	0.0
51	COc1cccc(N2CC(NS(=O)(=O)c3c(C)cc(C)cc3C)CC2=O)c1 (centres undefined)	-1.6	-14.3	-12.3	-0.1
52	CCCOc1ccc(/C=c2\sc3nc(-c4ccncc4)nn3c2=O)cc1	0.2	-0.3	-2.1	-0.1
53	Fc1cnc(Nc2ccc(Cn3ccnc3)cc2)nc1-c1cc(N2CCOCC2)cc(C(F)(F)F)c1	2.4	-283.9	40.5*	0.1
54	COc1ccc(Oc2nc3ccccn3c(=O)c2/C=C(\C#N)C(=O)NCC2CCCO2)cc1 (centres undefined)	-6.6	-6.0	-6.3	0.2
55	NC(=O)C1CC(O)CN1c1ccc(S(=O)(=O)N2CCC(Cc3ccccc3)CC2)cn1 (centres undefined)	0.0	2.8	8.7	0.0
56	Cc1ccc(C2=NS(=O)(=O)N(C)C(C(=O)NCc3ccc(F)cc3)=C2)cc1	1.3	3.7	5.3	0.0
57	CCOc1ccc(N=C2NC(=O)S/C2=C\c2ccc(Cl)cc2)cc1	-0.2	15.2	8.0	-0.1
58	Cc1noc(C)c1C(=O)OCC(=O)Nc1ncc(C(F)(F)F)cc1Cl	-0.5	8.2	1.0	0.1
59	COc1cc(OC)c(OC)cc1/C=C\c1nc2ccccc2c(=O)n1-c1cccc(C(F)(F)F)c1	-0.4	10.2	12.3	0.1
60	CCn1cc(S(=O)(=O)c2ccccc2)c(=O)c2cc(Cl)ccc21	-0.4	-9.3	-5.7	-0.1

Individual results from the list.
In GPR151 ag, entry 53 reads 2.4
In TEAD-YAP inh, entry 49 reads 5.2
In FBW7 act, entry 54 reads 0.2
In TEAD-YAP inh, entry 50 reads -3.7

(more compounds)
cpd	mol	GPR151 ag	MITF primary	TEAD-YAP inh	FBW7 act
61	CCCCCCSC1=C(C#N)C(c2ccccc2Cl)CC(=O)N1 (centres undefined)	0.7	9.1	10.0	0.5
62	CCc1ccccc1NC(=O)C/C(C)=N/NC(=O)COc1ccc(Br)cc1C	1.6	-8.4	-1.6	0.2
63	CCCCCCOc1ccc(NC(=O)CC2C(=O)N(c3ccccc3)C(=S)N2Cc2ccco2)cc1 (centres undefined)	-2.8	5.5	11.7	0.4
64	CC(Oc1ccccc1)C(=O)NNC(=O)c1ccco1 (centres undefined)	-0.6	-2.8	-6.3	-0.1
65	Cc1cc(C)nc(NS(=O)(=O)c2ccc(NC(=O)c3ccc(S(=O)(=O)N4CCCCC4)cc3)cc2)n1	3.0	-0.1	-10.4	-0.1
66	O=C(c1cccc(S(=O)(=O)N2CCCC2)c1)c1cccc(S(=O)(=O)N2CCCC2)c1	1.6	-7.8	33.2*	-0.2
67	Cc1cc(N2CCN(c3nc(N4CCOCC4)nc4ccccc34)CC2)c2ccccc2n1	1.1	-12.1	0.0	0.1
68	CCS(=O)(=O)NC1CCC(NS(=O)(=O)CC)CC1 (centres undefined)	0.5	5.4	-1.2	-0.1
69	Cc1cccc(NC(=O)C(NS(=O)(=O)c2ccc3nc(C)sc3c2)C(C)C)n1 (centres undefined)	0.1	0.1	9.1	-0.2
70	O=C(NCc1ccc(F)cc1)c1cc2c(cc1Cl)N1CCCCCC1=NS2(=O)=O	-0.9	-15.1	-4.8	0.0
71	COC(=O)[C@@H](NC1CCN(c2ccc(NC(=O)C3CCCC3)cc2)CC1)c1ccccc1	-1.0	7.5	-10.6	0.6
72	COc1ccc(C(=O)N2CCN(Cc3cc(OC)c(O)c(OC)c3)CC2)cc1OC	0.7	37.4	1.5	-0.1
73	CCCCSc1nc2sc3c(c2c(=O)n1-c1ccccc1)CC(C)(C)OC3	0.2	9.6	2.2	0.0
74	COCCCn1c(NC(=O)Nc2ccc(C)cc2)c2ccccc2nc1=O	1.0	16.6	-9.1	0.1
75	Cc1ccc2c(c1)OCC(c1nc3ccc(-c4ccncc4)cc3[nH]1)O2 (centres undefined)	5.1*	9.5	-6.8	0.2
76	COc1ccc(/C=C(/NC(=O)c2ccccc2Cl)C(=O)Nc2ccc([N+](=O)[O-])cc2)cc1	1.8	10.5	6.2	-0.1
77	CCOC(=O)c1cn(C(C)CO)c2c(F)c(F)c(F)cc2c1=O (centres undefined)	1.4	1.7	11.9	0.4
78	CCOC(=O)c1c(NC(=O)c2ccc(S(=O)(=O)N3CCCC(C)C3)cc2)sc2c1CC(C)(C)NC2(C)C (centres undefined)	-0.8	-7.5	-4.8	0.0
79	Nc1ncnc2c1[nH]c(=S)n2CCOc1ccccc1	-2.5	21.8	-4.0	0.2
80	COCCn1c(SCC(=O)NNC(C)=O)nnc1-c1ccco1	0.2	1.2	-4.2	0.0

cpd	mol	GPR151 ag	MITF primary	TEAD-YAP inh	FBW7 act
81	Cc1cccc(NC(=O)CN2C(=O)C3CCCN3C(=O)c3ccccc32)c1C (centres undefined)	0.5	5.9	4.4	0.1
82	CCOC(=O)C1CCN(S(=O)(=O)c2ccc(-c3ccc([N+](=O)[O-])cc3)cc2)CC1	0.3	10.0	-0.4	0.1
83	O=c1[nH]c2c(s1)C1c3ccccc3OCC1CS2 (centres undefined)	-0.1	-15.9	1.3	-0.1
84	COc1cc(NC(=O)CSCc2ccc([N+](=O)[O-])cc2)c(C(=O)O)cc1OC	-1.2	10.4	4.0	0.4
85	CCc1nnc(NC(=O)CCCSc2nc3ccccc3s2)s1	-1.0	3.4	-7.9	0.0
86	Cc1c(C(=O)N2CCCC(C)C2)sc2ncn(Cc3ccccc3Cl)c(=O)c12 (centres undefined)	-0.1	0.5	6.5	0.2
87	O=C1CCC(CCNCc2ccncc2)N1CCc1ccccc1Cl (centres undefined)	-1.0	-7.7	5.7	-0.1
88	Cc1cccc(C(C)C)c1NC(=O)c1cccs1	2.5	-1.0	-10.7	-0.2
89	O=C1c2ccc3c4c(ccc(c24)C(=O)N1CC1CCCO1)C(=O)N(CC1CCCO1)C3=O (centres undefined)	-0.3	7.9	2.5	0.1
90	CC(C)CN1C(=O)C(=O)N(CC(=O)NCCc2ccc(Cl)cc2Cl)C1=O	0.2	3.6	9.6	0.0
91	Cc1ccc(-c2cc(C(F)(F)F)n3ncc(C(=O)N4CCCC4)c3n2)cc1	-0.1	-2.8	0.9	-0.2
92	O=C(O)c1ccc(C(=O)c2cc(C(=O)O)ccc2C(=O)O)cc1	-0.9	9.0	11.2	0.0
93	Cc1ccc(C(=O)N/C(=C/c2ccc(N(C)C)cc2)C(=O)Nc2ccccc2)cc1	-0.3	11.1	-11.4	0.9
94	N#C/C(C(=O)Nc1ccc(F)cc1F)=C(/O)c1cccc(Br)c1	-1.1	-3.0	-4.2	0.1
95	CCOC(=O)C1CCN(c2c(NC(C)c3ccccc3)c(=O)c2=O)CC1 (centres undefined)	0.3	0.6	1.6	0.1
96	COc1ccccc1N1CCN(C(CNC(=O)C2CCCCC2)c2cccnc2)CC1 (centres undefined)	-0.8	3.2	5.8	1.0

High-throughput results from PubChem BioAssay.
